Screens from PubChem BioAssay.
Growth percent in the NCI-60 one-dose screen (48 h, 10 µM unless noted): 100 = growth as untreated, 0 = no growth, -100 = all killed.
T-47D = T-47D breast cancer | actives 5% (n = 79,000) | AID 1794792
SK-MEL-2 = SK-MEL-2 melanoma. actives 4.7% (n = 77,000)
LOX IMVI = LOX IMVI melanoma; actives 7.4% (n = 79,000); AID 1794757
HS 578T = HS 578T breast cancer; actives 4.1% (n = 78,000); AID 1794788
SK-MEL-28 = SK-MEL-28 melanoma. actives 4.1% (n = 81,000). AID 1794761
SK-MEL-5 = SK-MEL-5 melanoma. actives 6.4% (n = 80,000)
MALME-3M = MALME-3M melanoma; actives 5.8% (n = 78,000)
UACC-257 = UACC-257 melanoma | actives 4.4% (n = 78,000) | AID 1794764
Numbers without * were called inactive; i = inactive; x = no result given; & = joins results of further samples. Rule for the calls: active = growth percent below 10; inactive = the rest.

SMILES	T-47D	SK-MEL-2	LOX IMVI	HS 578T	SK-MEL-28	SK-MEL-5	MALME-3M	UACC-257
COc1ccc(OC)c(C2OC(c3ccc4ccccc4c3O)=NN2C(C)=O)c1 (stereo not given)	64	61	64	72	79	58	44	58
C#C[C@]1(O)CC[C@H]2[C@@H]3CC[C@H]4CC(F)(F)CC[C@]4(C)[C@H]3CC[C@@]21C	65	115	89	78	74	94	88	78
CC(=O)O[C@H]1C[C@@]2(C)[C@@H](C[C@@H](O)[C@H]3[C@@]4(C)CC[C@H](NCCCNCCCCNCCCN)[C@@H](C)[C@@H]4CC[C@@]32C)/C1=C(\CCC=C(C)C)C(=O)O	65	106	84	96	61	57	72	102
COc1cc2oc(C(=O)N[C@@H](Cc3ccccc3)C(O)C(N)=O)c(C)c(=O)c2cc1OC (stereo not given in full)	99	116	107	113	112	100	107	108
CCCN1C(=O)/C(=C2\SC(N3CCOCC3)=NC2=O)c2ccccc21	108	100	103	96	98	97	98	101
COc1ccc(C/C(C)=C(\c2ccc(Cl)cc2)c2ccc(OCCN3CCCCC3)cc2)cc1	75	97	104	87	101	107	106	104
N#CC(CCc1nc(N)nc(N)n1)(CCc1nc(N)nc(N)n1)c1ccccc1	93	107	101	x	98	106	95	96
Nc1nc(NC2CCCC2)cc(=O)[nH]1	96	114	105	98	110	103	104	101
N#CC(C#N)=Cc1nc(C2CCN(S(=O)(=O)c3cccc4ccccc34)CC2)n2ccccc12	90	106	101	93	106	90	118	106
C/C(=N\NC(=S)Nc1ccccc1)c1sc(Nc2ccc(O)cc2)nc1C	95	103	75	92	98	91	113	102
C/C(=N\n1c(N)nc2n[nH]c(N)c2c1=O)c1cccc(N)c1	104	114	x	116	114	100	105	116
O=C(CO)C(O)C(O)C(O)C(O)CO (stereo not given)	x	108&104	99&103	104&101	101&108	103&95	117&109	96&94
CC(=O)Oc1cc2c(c3ccccc13)CCC2=O	103	102	96	103	116	100	111	98
Cc1ccc(Cn2c(N3CCC(C(=O)NCc4cccs4)CC3)nc3ccccc32)cc1	114	101	x	80	98	92	64	119
COc1ccc(C2=C(Nc3ccc(C(=O)Nc4ccc(Cl)cc4)cc3)C(=O)NC2=O)cc1	52	94	78	112	91	89	83	84
CC(=O)Nc1nc(=O)n(CC(=O)c2cccs2)cc1F	105	98	99	111	104	102	107	x
CCOC(=O)N1C/C(=C/c2ccc(F)cc2)C(=O)/C(=C/c2ccc(F)cc2)C1	31	22	-85*	-11*	-37*	-60*	-37*	-15*
C#CCC1(c2cc(OC)c(OC)c(OC)c2)NS(=O)(=O)c2ccccc21 (stereo not given)	94	109	97	89	100	96	101	107
CCC(C)SC(=N)N (stereo not given)	91	87	99	107	124	99	102	96
O=C(CCCCC(=O)N(CCO)CCO)N(CCO)CCO	90	98	103	117	113	114	91	91
CC1Cc2c(ncn3c(-c4cccnc4)nnc23)N(C)c2ccccc21 (stereo not given)	88	95	99	98	108	93	116	105
Cc1sc2ncn3nc(CC#N)nc3c2c1C	91	100	96	71	108	76	105	x
O=C(Cc1ccc(/C=C/C(=O)c2ncc[nH]2)cc1)Nc1ccc(Br)cc1	17	x	-65*	x	73	55	74	70
CCCN(CCC)OS(=O)c1ccc(C(=O)SCC)cc1 (stereo not given)	89	100	95	103	109	100	98	x
CCN=C1C=C/C(=C(/c2ccc(NCC)c(C)c2)c2cc(O)c(S(=O)(=O)O)cc2S(=O)(=O)O)C=C1C	100	95	106	127	111	104	105	94

Compound profiles, from the list above.
O=C(CO)C(O)C(O)C(O)C(O)CO (stereo not given) reads T-47D = x; SK-MEL-2 = 108&104; LOX IMVI = 99&103; HS 578T = 104&101; SK-MEL-28 = 101&108; SK-MEL-5 = 103&95; MALME-3M = 117&109; UACC-257 = 96&94
COc1cc2oc(C(=O)N[C@@H](Cc3ccccc3)C(O)C(N)=O)c(C)c(=O)c2cc1OC (stereo not given in full) reads T-47D = 99; SK-MEL-2 = 116; LOX IMVI = 107; HS 578T = 113; SK-MEL-28 = 112; SK-MEL-5 = 100; MALME-3M = 107; UACC-257 = 108
O=C(Cc1ccc(/C=C/C(=O)c2ncc[nH]2)cc1)Nc1ccc(Br)cc1 reads T-47D = 17; SK-MEL-2 = x; LOX IMVI = -65*; HS 578T = x; SK-MEL-28 = 73; SK-MEL-5 = 55; MALME-3M = 74; UACC-257 = 70

(listing goes on)
SMILES	T-47D	SK-MEL-2	LOX IMVI	HS 578T	SK-MEL-28	SK-MEL-5	MALME-3M	UACC-257
NCc1c(O)ccc2ccccc12	98	98	101	95	105	86	97	96
COc1ccc(C2CC(c3ccc(N)cc3)=NN2c2ccccc2)cc1 (stereo not given)	93	x	x	99	101	x	104	101
C=CC1=C(C)C2=NC1=CC1=NC(=CC3=C(C)C4=C(O)CC(=C5NC(=C2)C(C)C5CCC(=O)O)C4=N3)C(CC)=C1C (stereo not given)	87	109	95	81	116	94	106	117
CC1SC(c2ccc(F)cc2)N(NC(=O)CCC(=O)c2nc3ncccc3[nH]2)C1=O (stereo not given)	97	104	90	92	110	98	91	99
C=CCc1c2c(c(OC)c3ccoc13)C(=O)/C(=C/c1ccccc1OC)O2	60	58	38	58	81	98	89	64
O=C(Nc1cccc(C(F)(F)F)c1)Nc1ccc(OCc2nnc(-c3ccc(Cl)cc3)o2)c(F)c1	62	79	63	92	73	78	56	63
C[C@H]1[C@@H]2[C@H]3CC[C@@H]4[C@@]5(C)C/C(=C/c6ccc(C(F)(F)F)cc6)C(=O)C(C)(C)[C@@H]5CC[C@@]4(C)[C@]3(C)CC[C@]23COC1(C)[C@@H](C(=O)/C=C\c1ccc(C(F)(F)F)cc1)C3	92	101	98	102	110	99	96	104
CC(C)c1ccc2c(N)c(C(=O)Nc3ccc(F)cc3)sc2n1	59	90	x	x	95	63	85	93
O=c1c2ccccc2nc(N/N=C/c2ccc(O)cc2)n1-c1ccccc1	96	103	98	103	110	99	100	100
Cc1ccc(/C=C/C(=O)Nc2ccc3oc(=O)ccc3c2)cc1	95	100	95	102	106	97	106	96
CC(=O)c1ccc(NC(=O)Cn2c(Sc3nc(-c4ccccc4)c(C#N)c(=O)[nH]3)nc3c2c(=O)n(C)c(=O)n3C)cc1	98	107	95	99	110	101	101	108
O=C1c2ccccc2C(=O)c2c1ccc(C(=O)Cl)c2[N+](=O)[O-]	136	161	104	105	114	102	103	95
CN1C(=O)N(C)C2NC(=[N+]3CCOCC3)NC21 (stereo not given)	90	97	98	88	93	102	102	92
Cn1c(=O)cc(O)c2ccccc21	93	106	103	106	106	94	98	94
O=C(/C=C1\C=CN(CCCCCCF)c2ccccc21)n1ccc2ccccc21	82	111	101	97	106	94	92	103
O=c1c2ccccc2nc(SCCN2CCOCC2)n1CCc1ccccc1	99	112	100	106	110	104	x	106
O=C(O)C(=O)Cc1ccc(Br)cc1[N+](=O)[O-]	102	108	108	105	104	101	100	112
C=C1C(=O)O[C@H]2[C@H]1CC/C(COC(=O)NCc1ccc(Cn3c(=O)sn(CCI)c3=O)cc1)=C\CC[C@@]1(C)O[C@@H]21	27	74	35	94	56	99	-50*	46
O=C(CCOCCOCCNC(=O)COc1ccc2c(c1)OCC(c1ccc(F)cc1)C2=O)NCCCC(O)(P(=O)(O)O)P(=O)(O)O (stereo not given)	101	109	99	101	103	101	111	112
O=C1CSC(SC(=O)Oc2ccc(Cl)cc2Cl)=N1	117	126	x	x	99	114	151	106
NS(=O)(=O)c1ccc(CCn2c(-c3ccc(O)cc3)nc(-c3ccccc3)c2-c2ccccc2)cc1	103	112	100	112	104	99	99	106
CC(=O)Nc1cccc(CC(=S)N2CCOCC2)c1	105	109	109	x	124	114	120	100
O=S(=O)(Nc1ccc(-c2ccccc2)cc1)c1ccccc1	98	90	85	113	172	94	102	123
Clc1cccc(Cl)c1Cn1c(-c2cccs2)nc2ccccc21	x	95	90	100	112	93	94	100
CC(=O)OCc1cc(-c2nc3ccccc3[nH]c2=O)nn1-c1ccc(Cl)cc1	93	100	102	100	107	98	108	15
SMILES	T-47D	SK-MEL-2	LOX IMVI	HS 578T	SK-MEL-28	SK-MEL-5	MALME-3M	UACC-257
CC1(C)c2[nH]c3ccccc3c2C[C@]2(C)[C@H]3CC=C4[C@@H]5C[C@](C)(C(=O)O)CC[C@]5(C)CC[C@@]4(C)[C@]3(C)CC[C@@H]12	35	56	46	92	88	38	101	66
COc1ccc(Cn2cc(C#N)c(N)c2C(=O)c2ccc(Br)cc2)cc1	103	99	80	99	86	97	84	106
O=C1/C(=C/c2cccc([N+](=O)[O-])c2)Oc2ccc(O)c(O)c21	97	106	85	110	95	97	94	98
N=c1sc(Cc2ccc(F)cc2)cn1CC(=O)c1ccc(Br)cc1	84	101	69	94	101	96	109	102
CC(C)=NNc1ncnc2c1ncn2C1OC(CO)C(O)C1O (stereo not given)	19	41	7.1*	-2.1*	55	20	-16*	74
CCCSc1nc(NC2CC2)c(C#N)c(-c2ccc(Cl)cc2)n1	86	87	90	75	101	87	96	84
Oc1ccc(/C=C/c2nc(Nc3ccc(Cl)cc3)c3ccccc3n2)cc1	94	99	100	102	110	55	101	111
CC(=O)CC(c1cccs1)c1c(-c2ccccc2)n(C)c2ccccc12 (stereo not given)	68	98	86	99	106	100	100	102
COc1nc(=O)n(C2C=CC(=O)O2)cc1F (stereo not given)	42	106	65	94	96	95	45	89
OCc1cccs1	103	105	x	112	106	107	x	107
c1cncc(-c2csc(-c3c[nH]c4ncccc34)n2)c1	62	104	75	61	89	70	69	x
Cc1cc(Cl)ccc1OC(C)C(=O)Nc1nnc(C2CC2)s1 (stereo not given)	91	36	95	-25*	120	74	119	x
CC(C)(C)c1[nH]nc2c1C(c1cc3ccccc3[nH]c1=O)Nc1cc(C(=O)Nc3ccc(Cl)cc3)ccc1N2 (stereo not given)	40	78	x	53	82	70	81	84
CCOC(=O)c1cc(-c2nc3ccccc3s2)c(=O)n(NS(=O)(=O)c2ccccc2)c1N	93	94	97	97	107	96	100	103
O=C(/C=C/Nc1ccc(Cl)cc1)c1ccc2c(c1)Nc1ccccc1S2	62	55	x	8.2*	66	71	51	74
Nc1c(O)cccc1C(=O)O	83	128	100	96	108	101	106	87
CCNC(N(C)C)=[N+](C)C	100	i	105	113	117	100	x	137
COc1cc(/C=N\NC(=O)/C=C/C=C/c2ccc3c(c2)OCO3)ccc1O	80	101	94	94	104	x	94	107
C=CCSc1nnc(COc2ccc3c(C)c(Cc4ccccc4)c(=O)oc3c2C)o1	96	96	98	94	117	101	108	102
NC(=O)CCC(C(=O)O)N1C(=O)C2C3CCC(C3)C2C1=O (stereo not given)	97	105	102	107	102	102	89	100
O=c1c2ccccc2c(=O)n(-c2ccccc2)n1-c1ccccc1	91	85	100	116	138	106	95	122
COc1ccc(OCOCOc2ccc(OC)cc2)cc1	67	90	103	101	99	100	106	101

Retrieved by compound from the entries so far (6):
SMILES	T-47D	SK-MEL-2	LOX IMVI	HS 578T	SK-MEL-28	SK-MEL-5	MALME-3M	UACC-257
COc1ccc(C2CC(c3ccc(N)cc3)=NN2c2ccccc2)cc1 (stereo not given)	93	x	x	99	101	x	104	101
CC1SC(c2ccc(F)cc2)N(NC(=O)CCC(=O)c2nc3ncccc3[nH]2)C1=O (stereo not given)	97	104	90	92	110	98	91	99
CC(C)c1ccc2c(N)c(C(=O)Nc3ccc(F)cc3)sc2n1	59	90	x	x	95	63	85	93
O=c1c2ccccc2nc(N/N=C/c2ccc(O)cc2)n1-c1ccccc1	96	103	98	103	110	99	100	100
CCCN(CCC)OS(=O)c1ccc(C(=O)SCC)cc1 (stereo not given)	89	100	95	103	109	100	98	x
O=C(CCCCC(=O)N(CCO)CCO)N(CCO)CCO	90	98	103	117	113	114	91	91

This is a random part of the collection (roughly 11% active in at least one column).
